Assay outcomes as filed in PubChem.
PMI act hi M6P: activators of human phosphomannose isomerase at near-saturating mannose 6-phosphate | activation factor at 20 µM | P34949 | coupled PMI enzyme assay, resazurin fluorescence, 20 min; hits give high values; 1 = untreated enzyme, 0 = substrate-free blank | 0.34% of 190,000 active;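 active means activation factor of 2 or more at 20 µM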
Target sequence (P34949 whole entry, looked up): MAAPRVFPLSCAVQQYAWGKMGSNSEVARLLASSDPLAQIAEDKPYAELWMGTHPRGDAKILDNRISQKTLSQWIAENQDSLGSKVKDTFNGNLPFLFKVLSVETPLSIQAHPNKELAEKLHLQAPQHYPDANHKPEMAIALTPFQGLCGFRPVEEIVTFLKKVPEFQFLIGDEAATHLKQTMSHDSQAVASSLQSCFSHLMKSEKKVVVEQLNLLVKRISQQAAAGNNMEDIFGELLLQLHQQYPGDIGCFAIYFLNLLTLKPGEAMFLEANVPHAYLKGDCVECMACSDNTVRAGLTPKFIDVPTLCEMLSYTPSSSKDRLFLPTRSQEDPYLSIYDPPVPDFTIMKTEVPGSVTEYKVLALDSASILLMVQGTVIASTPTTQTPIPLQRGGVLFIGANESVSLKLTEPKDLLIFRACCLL
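Test system: human phosphomannose isomerase with PGI, G6PDH, diaphorase coupling enzymes; amount: 15 ng/mL PMI; incubation: enzyme reaction with compound 20 min at room temperature; technique: resorufin fluorescence (Ex 544/Em 590 nm) from resazurin via diaphorase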
Diaphorase act: diaphorase activation or chemical reduction counter-screen; Diaphorase/resazurin coupled assay, resorufin fluorescence, 16 min; hits give high values; 1 = vehicle wells, 0 = NADH-free wells; AID 1229; activation factor at 20 µM; 0.005% of 190,000 active;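 active means diaphorase activity raised at least twofold by the compound at 20 µM; inactive means activation factor below 2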
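Assay system: bacterial diaphorase enzyme (C. kluyveri) / Input: enzyme 0.07 U/mL final / Medium: 50 mM HEPES pH 7.4 with 4.542 mM MgCl2, 0.005% Tween 20 / Doses: single compound dose of 20 µM, 1% DMSO final / Incubation: 16 min enzyme reaction, ambient temperature / Signal: fluorescence, excitation 544 nm and emission 590 nm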
bIAP inhibitor: blocks bovine intestinal alkaline phosphatase activity. purified bovine IAP, CDP-star luminescence, 30 min. AID 1019. inhibition, % at 20 µM. 190,000 tested, under 10 active;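 active means over 50% inhibition of intestinal alkaline phosphatase at 20 µM in the single-dose screen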
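Incubation: 30 min reaction at room temperature / Material: purified bovine intestinal alkaline phosphatase (IAP) enzyme / Input: enzyme at 1/65,000,000 dilution / Dosing: 20 µM single dose / Signal: CDP-star luminescence signal / Reagent: CDP-star chemiluminescent phosphatase substrate, 30 µM final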
PMI act: activators of human phosphomannose isomerase. P34949. purified human PMI, coupled resazurin fluorescence, 20 min; hits give high values; 1 = vehicle control, 0 substrate-free wells. activation factor at 20 µM. 0.005% of 190,000 active;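 active means activation factor of 2 or more at 20 µM, relative to plate controls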
TNAP inh hiacc: blocks human TNAP under high phosphate acceptor concentration; 0.03% of 200,000 active; purified TNAP, CDP-star luminescence, 1 M DEA; inhibition, % at 20 µM; P05186;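 active means over 50% inhibition of tissue-nonspecific alkaline phosphatase at 20 µM in the single-dose screen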;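 further: plate controls were DMSO wells for no effect and EDTA-quenched wells as full inhibition for full effect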
Target sequence (P05186 whole entry, looked up): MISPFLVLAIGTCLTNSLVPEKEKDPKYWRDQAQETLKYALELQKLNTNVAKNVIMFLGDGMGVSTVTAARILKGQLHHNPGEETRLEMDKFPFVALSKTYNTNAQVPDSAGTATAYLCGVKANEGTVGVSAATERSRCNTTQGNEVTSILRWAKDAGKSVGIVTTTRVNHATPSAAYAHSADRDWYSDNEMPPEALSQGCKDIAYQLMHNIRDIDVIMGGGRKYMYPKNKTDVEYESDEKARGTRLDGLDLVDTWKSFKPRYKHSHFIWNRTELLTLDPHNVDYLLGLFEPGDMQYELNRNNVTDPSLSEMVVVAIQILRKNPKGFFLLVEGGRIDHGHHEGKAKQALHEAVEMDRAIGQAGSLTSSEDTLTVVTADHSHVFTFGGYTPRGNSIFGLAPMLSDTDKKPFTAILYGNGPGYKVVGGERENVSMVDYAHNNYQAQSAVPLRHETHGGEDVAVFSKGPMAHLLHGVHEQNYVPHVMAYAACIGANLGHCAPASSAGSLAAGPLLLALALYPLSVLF
TNAP act hi DEA: TNAP (human) activation, high acceptor; 200,000 tested, under 10 active; activation factor at 20 µM; purified TNAP, CDP-star luminescence, 1 M DEA, 30 min; hits give high values; 0 = EDTA background, 1 = DMSO-only activity; AID 1136;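 active means activation factor at least 2 at 20 µM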
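Dosing: 20 µM single point. System: human TNAP. Amount: TNAP 1/800 final. Incubation: 30 min, room temperature. Read-out: TNAP activation factor scaled between EDTA and DMSO control wells. Signal: luminescence from CDP-star hydrolysis. Medium: 1 M DEA, pH 9.8, Mg2+, Zn2+. Control set: EDTA negative control, DMSO positive control.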
bIAP act: intestinal alkaline phosphatase (bovine) activation; purified bovine IAP, CDP-star luminescence, 30 min; hits give high values; fold of DMSO-control signal, blank-subtracted; AID 1016; 0.17% of 200,000 active; activation factor at 20 µM;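 active means activation factor of 2 or more at 20 µM, a signal rise over negative controls twice the positive control's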
Diaph inh CS: counter-screen for diaphorase-based assays: diaphorase inhibitors and chemical oxidizers; inhibition, % at 20 µM; 0.69% of 190,000 active; diaphorase resazurin-to-resorufin fluorescence, NADH, 16 min; bacterial (C. kluyveri) enzyme, not human;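 active means primary screen inhibition at 20 µM above a set limit, cut at about 50% in these data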;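 further: plate controls were DMSO with full reaction for no effect and wells lacking NADH for full effect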
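Test system: Clostridium kluyveri diaphorase enzyme / Quantity: diaphorase at 0.14 U/mL in enzyme working solution / Incubation: 16-min room-temperature incubation before reading / Benchmarks: NADH-free wells as positive control, DMSO-only neutral wells / Signal: resorufin fluorescence 544/590 nm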
TNAP inh noacc: TNAP (human) inhibition, acceptor-free conditions | P05186 | purified TNAP, CDP-star luminescence, 30 min | inhibition, % at 20 µM | 0.26% of 200,000 active | AID 1012;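 active means tissue-nonspecific alkaline phosphatase inhibition above about 50% at 20 µM in the single-dose screen, limit read from the data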;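 further: 0% = DMSO negative control and 100% = EDTA positive control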
Lmaj promast: reduces viability of Leishmania major promastigotes; 9% of 200,000 active; resazurin fluorescence viability; inhibition, % at 10 µM; in the data active means inhibition above about 50%;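 further: promastigotes grown with compound for 44 hours at 28 °C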
Starred values were filed as active, the others as inactive; · = not tested or not shown.

SMILES | PMI act hi M6P | Diaphorase act | bIAP inhibitor | PMI act | TNAP inh hiacc | TNAP act hi DEA | bIAP act | Diaph inh CS | TNAP inh noacc | Lmaj promast
Cc1cccc(NC(=O)/C=C/c2ccc(Cl)cc2)n1 | 0.9 | 0.9 | -9 | 0.9 | 3 | 1 | 1.1 | 9 | -10 | 5
Cc1ccc2[nH]cc(CCCN3C(=O)c4ccccc4C3=O)c2c1 | 0.9 | 0.7 | 4 | 0.9 | 3 | 1 | 1 | 27 | -3 | -1
CCOC(=O)/C(C#N)=C/c1cn(CCC(=O)O)nc1-c1cccc(Br)c1 | 1 | 0.9 | 4 | 1 | 0 | 1 | 1 | 6 | -6 | -5
O=C(CN1CCN(S(=O)(=O)c2ccccc2)CC1)Nc1ccc2c(c1)OCO2 | 1 | 0.9 | -1 | 0.9 | -4 | 1 | 1 | 8 | -5 | -1
O=C(Cc1ccc(-n2c(=S)[nH]c3ccccc3c2=O)cc1)N1CCN(c2ccccc2)CC1 | 1 | 0.6 | -11 | 0.9 | 0 | 1 | 1.1 | 38 | -1 | 15
COc1ccc(CC(NC(C)=O)C(=O)NC2CCN(S(=O)(=O)c3ccccc3)CC2)cc1OC (stereo unspecified) | 1 | 0.8 | 14 | 1 | -6 | 1.1 | 0.9 | 16 | -12 | -8
CCC1CCCCN1CCNC(=O)CNS(=O)(=O)c1ccc2nc(C)sc2c1 (stereo unspecified) | 0.9 | 0.9 | 4 | 0.9 | -4 | 1 | 1 | 13 | -11 | 3
CCN(CC)C(=O)c1sc2c(c1C)c(=O)n(-c1ccc(C)c(C)c1)c(=O)n2CC(=O)NCC1CCCO1 (stereo unspecified) | 0.9 | 0.8 | -12 | 0.9 | -1 | 1 | 1.1 | 16 | -6 | 17
CCOC(=O)C1CCN(Cc2nc3ccc(Cl)cc3n2CCO)CC1 | 1 | 0.9 | -2 | 1 | -4 | 1 | 1 | 13 | -19 | 20
O=C(COC(=O)/C=C/c1cccs1)NC(c1ccccc1)c1ccccc1 | 1.1 | 0.9 | 7 | 0.9 | -2 | 1 | 0.9 | 8 | -8 | -3
Cc1c(NS(=O)(=O)c2ccc(Cl)c(C(=O)OC(C)C(=O)NCc3ccco3)c2)c(=O)n(-c2ccccc2)n1C (stereo unspecified) | 0.9 | 0.9 | -18 | 1.2 | -2 | 1 | 1.2 | 14 | -3 | -5
O=C(CN1C(=O)c2cccc3cccc1c23)N1CCN(c2cccc(Cl)c2)CC1 | 0.9 | 0.9 | · | 0.9 | -2 | 1 | 0.5 | 6 | -9 | -2

Ordered by length of the SMILES (falling): 4 of the compounds above.
SMILES | PMI act hi M6P | Diaphorase act | bIAP inhibitor | PMI act | TNAP inh hiacc | TNAP act hi DEA | bIAP act | Diaph inh CS | TNAP inh noacc | Lmaj promast
CCN(CC)C(=O)c1sc2c(c1C)c(=O)n(-c1ccc(C)c(C)c1)c(=O)n2CC(=O)NCC1CCCO1 (stereo unspecified) | 0.9 | 0.8 | -12 | 0.9 | -1 | 1 | 1.1 | 16 | -6 | 17
O=C(COC(=O)/C=C/c1cccs1)NC(c1ccccc1)c1ccccc1 | 1.1 | 0.9 | 7 | 0.9 | -2 | 1 | 0.9 | 8 | -8 | -3
Cc1ccc2[nH]cc(CCCN3C(=O)c4ccccc4C3=O)c2c1 | 0.9 | 0.7 | 4 | 0.9 | 3 | 1 | 1 | 27 | -3 | -1
Cc1cccc(NC(=O)/C=C/c2ccc(Cl)cc2)n1 | 0.9 | 0.9 | -9 | 0.9 | 3 | 1 | 1.1 | 9 | -10 | 5

Full records as entered above. Order of screens: PMI act hi M6P | Diaphorase act | bIAP inhibitor | PMI act | TNAP inh hiacc | TNAP act hi DEA | bIAP act | Diaph inh CS | TNAP inh noacc | Lmaj promast
Profile of O=C(Cc1ccc(-n2c(=S)[nH]c3ccccc3c2=O)cc1)N1CCN(c2ccccc2)CC1 : 1 | 0.6 | -11 | 0.9 | 0 | 1 | 1.1 | 38 | -1 | 15
Profile of CCOC(=O)C1CCN(Cc2nc3ccc(Cl)cc3n2CCO)CC1 : 1 | 0.9 | -2 | 1 | -4 | 1 | 1 | 13 | -19 | 20
Profile of Cc1cccc(NC(=O)/C=C/c2ccc(Cl)cc2)n1 : 0.9 | 0.9 | -9 | 0.9 | 3 | 1 | 1.1 | 9 | -10 | 5

The list continues.
SMILES | PMI act hi M6P | Diaphorase act | bIAP inhibitor | PMI act | TNAP inh hiacc | TNAP act hi DEA | bIAP act | Diaph inh CS | TNAP inh noacc | Lmaj promast
O=C(Nc1ccc(Cl)c(Cl)c1)Nc1cc(S(=O)(=O)N2CCOCC2)ccc1N1CCCC1 | 1 | 0.8 | 25 | 0.8 | -12 | 1.1 | 0.8 | 23 | -43 | 69*
COc1ccc(C(=O)/C(=C/O)N=Nc2ccc(F)cc2)cc1 | 0.8 | 0.8 | -19 | 0.8 | 11 | 0.9 | 1.2 | 18 | 6 | 61*
CC(C)NC(=O)c1ccccc1S(=O)c1ccccc1C#N (stereo unspecified) | 0.9 | 0.8 | 12 | 0.9 | -6 | 1.1 | 0.9 | 20 | -11 | -6
N[C@@H](Cc1ccccc1)c1nnc2sc(SCc3ccccc3)nn12 | 1.4 | 0.9 | 3 | 1.1 | 1 | 1 | 1 | 7 | -7 | 1
CC(C)(C)c1ccc(-c2cn(-c3ccc(Br)cc3)c3[n+]2CCCS3)cc1 | 1.2 | 1.2 | -50 | 1.1 | -10 | 1.1 | 1.5 | -17 | -12 | 100*
Cc1ccccc1Nc1nc(N)nc(CN2CCN(C(=O)c3ccccc3)CC2)n1 | 1 | 1 | -14 | 1.1 | 0 | 1 | 1.1 | 0 | 3 | -4
COCCNC(=O)CN(C(=O)Cn1nnc2ccccc21)c1ccc(C)c(F)c1 | 0.9 | 0.8 | -2 | 0.9 | -1 | 1 | 1 | 17 | -9 | -6
COc1cc(/C=N/Nc2nc(N3CCCCC3)nc(N3CCCCC3)n2)ccc1OC(=O)c1ccco1 | 0.9 | 0.9 | 3 | 1 | -4 | 1 | 1 | 13 | -5 | 60*
C1=C(CCNc2nnnn2-c2ccccc2)CCCC1 | 1 | 0.9 | 25 | 0.9 | 1 | 1 | 0.8 | 14 | -20 | 4
Cc1ccccc1N(Cc1nnc2n1CCCCC2)C(=O)Nc1ccccc1 | 0.9 | 0.8 | 1 | 1 | -7 | 1.1 | 1 | 19 | -14 | -7
N#Cc1c(SCC(=O)O)nc(N2CCCCC2)c2c1CCCC2 | 1 | 0.8 | 8 | 0.9 | 0 | 1 | 0.9 | 23 | -6 | -6
O=C(Cc1ccc(Cl)cc1)NC1CC1 | 0.9 | 1 | -20 | 1 | 0 | 1 | 1.2 | 0 | -3 | 0
O=C(CCC(=O)Nc1ccccc1)NNC(=O)c1cccs1 | 1 | 1 | 5 | 1 | -4 | 1 | 0.9 | 3 | 22 | -11
Cc1ccc(CCc2nnc(SCC(=O)Nc3cccc(Cl)c3)n2-c2ccccc2)o1 | 1 | 0.9 | 5 | 0.8 | -4 | 1 | 0.9 | 9 | -8 | -1
CC(NC(=O)c1cn(C(C)c2ccccc2F)nn1)c1ccncc1 (stereo unspecified) | 1.1 | 1.2 | -19 | 1.1 | -8 | 1.1 | 1.2 | -22 | -9 | -2
Cc1csc(Sc2nc3c(c(=O)[nH]c(=O)n3C)n2Cc2ccccc2Cl)n1 | 1.1 | 1 | -8 | 1 | -2 | 1 | 1.1 | -4 | -7 | 15
COc1ccc(-c2noc(CSc3nc(-c4ccccc4)cc(=O)[nH]3)n2)cc1OC | 0.8 | 0.3 | -4 | 0.7 | -6 | 1.1 | 1 | 67* | -9 | -9
CSc1nsc(SC)c1C(=O)N1CCN(S(=O)(=O)c2ccc(C)cc2)C1C(C)C (stereo unspecified) | 0.9 | 0.8 | -1 | 1 | -1 | 1 | 1 | 21 | 0 | 5
Cc1ccnc(NC(=O)CCC(=O)N(CC(=O)NCc2ccccc2)Cc2cccs2)c1 | 1 | 1 | -4 | 1 | 4 | 1 | 1 | 2 | -5 | -3
O=C(NC1CCCCCC1)c1ccc(OCC2CCCO2)cc1 (stereo unspecified) | 0.9 | 0.8 | -6 | 0.9 | 0 | 1 | 1.1 | 22 | -5 | -7
S=c1[nH]nc(-c2cccnc2)n1/N=C/C=C/c1ccco1 | 0.8 | 0.5 | 3 | 1.2 | -1 | 1 | 1 | 46 | 18 | -5
COc1cccc(C2c3c(oc4ccccc4c3=O)C(=O)N2CCCN2CCOCC2)c1 (stereo unspecified) | 0.9 | 0.9 | 24 | 1.1 | -1 | 1 | 0.8 | 8 | -5 | 0
CCCCNC(=S)NNC(=O)c1ccco1 | 1.1 | 1 | 8 | 1 | -3 | 1 | 0.9 | 1 | -163 | -8
COc1ccc(N2C(=O)CC2(C#N)c2ccc(OCc3ccccc3)cc2)cc1 (stereo unspecified) | 0.9 | 0.8 | 19 | 1 | -7 | 1.1 | 0.8 | 17 | 1 | 68*
Cc1cc2ccccc2n1CCNC(=O)Cc1ccccc1 | 0.9 | 0.9 | 17 | 1 | -7 | 1.1 | 0.8 | 8 | -3 | -2
O=C(CSc1oc(-c2ccco2)nc1S(=O)(=O)c1ccc(Cl)cc1)NCC1CCCO1 (stereo unspecified) | 1 | 0.9 | -7 | 1 | 0 | 1 | 1.1 | 10 | -9 | 3
Cc1ccc(-n2c(SCC(=O)Nc3ccc4cn[nH]c4c3)nnc2-c2ccco2)cc1 | 1 | 0.8 | 12 | 0.9 | -5 | 1.1 | 0.9 | 17 | -13 | -5
O=C(Cc1ccccc1)Nc1cccc(N2CCCC2)c1 | 0.8 | 0.9 | 12 | 0.7 | -2 | 1 | 0.9 | 6 | -10 | 21
O=C(CN1CCCCCC1)Nc1ccc(Br)cc1Br | 1.1 | 0.9 | 19 | 1 | -7 | 1.1 | 0.8 | 7 | 5 | -4
COc1ccc2nc(NC(=O)CSc3nnc(N)s3)sc2c1 | 1 | 1.1 | 11 | 1 | -6 | 1.1 | 0.9 | -11 | -8 | -6
C/C(=N\NC(=O)c1ccc(Cn2cc(Br)cn2)o1)c1cccc(NC(=O)C(C)C)c1 | 0.9 | 0.8 | 11 | 1 | 0 | 1 | 0.9 | 15 | -12 | 90*
CC1(C)Cc2ccccc2-c2nnc(C(F)(F)F)n21 | 1.1 | 1 | 8 | 1 | 2 | 1 | 0.9 | -1 | -6 | 11
O=C(O)CNc1nc(-c2ccccc2)c2cc([N+](=O)[O-])ccc2n1 | 1 | 0.8 | 3 | 0.9 | 2 | 1 | 1 | 20 | 10 | -6

Rows were taken by chance. Share with any hit: about 10%.
